Tau fibril ThT: qHTS for Inhibitors of Tau Fibril Formation, Thioflavin T Binding; Microtubule-associated protein tau (Homo sapiens), P10636; recombinant tau K18 P301L, heparin-induced fibrillization, ThT fluorescence; Potency, µM (series often up to 57.4 µM), inactives show top-dose activity, negative = inhibition, actives largely listed as inhibitors; actives 2.1% (n = 270,000); note: nearly all actives have a fitted effect of over 55% in size
Target sequence (P10636 561-689 P618L limits assumed): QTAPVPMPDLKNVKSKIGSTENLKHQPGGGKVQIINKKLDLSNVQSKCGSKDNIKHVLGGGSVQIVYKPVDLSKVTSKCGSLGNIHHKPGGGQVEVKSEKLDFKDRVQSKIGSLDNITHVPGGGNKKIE
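Heparin-induced (20 uM) aggregation of recombinant human K18 P301L tau, 15 uM unlabeled with 0.24 uM labeled, pH 7 acetate buffer, 6 hr at 37 C with compound. Fibrils quantified by 30 uM ThT fluorescence after 1 hr ambient incubation.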
Tau fibril FP: qHTS for Inhibitors of Tau Fibril Formation, Fluorescence Polarization; K18 P301L tau heparin fibrillization, Alexa594 FP, 6 h; Potency, µM (series often up to 57.7 µM), for the others: top-dose activity, negative = inhibition, actives largely listed as inhibitors; actives 0.39% (n = 280,000); note: nearly all actives have a fitted effect of over 55% in size
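Quantitative HTS format: compounds meet 15 uM recombinant K18 P301L tau and Alexa 594-tau tracer in 100 mM sodium acetate pH 7; 20 uM heparin triggers fibrillization at 37 C over 6 hr; FP gives the signal.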
Tau fluor counter: Counterscreen qHTS for Inhibitors of Tau Fibril Formation, Fluorescence Polarization; actives 0.93% (n = 280,000); AID 1463, 2008; Potency, µM (highest dose often 57.7 µM), for the others: at the top dose activity change, negative = decrease; tau K18 P301L Alexa594 fluorescence, heparin fibrillization; note: nearly all actives have a fitted effect of over 55% in size
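Human tau K18 P301L (15 uM unlabeled, 0.24 uM Alexa 594-labeled) in 100 mM sodium acetate pH 7 with 20 uM heparin, 6 hr at 37 C. ThT 30 uM added, 1 hr ambient; Alexa 594 FP and total fluorescence read at 555/632 nm.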
Active calls of the source: *; ? = inconclusive. Calls come from the whole dose curve; as a rule, active = well fitted curve in the direction sought with a large enough effect; inconclusive = small, poorly fitted or top-dose-only effect, or another doubt; inactive = no such curve, though single readings can be large; an effect the other way counts as inactive or inconclusive. % is set by controls: 0 for no effect and ±100 for the full control effect; potency is the fitted concentration of half-maximal effect. This is a subset, so the mix of outcomes need not match the whole.

SMILES | Tau fibril ThT | Tau fibril FP | Tau fluor counter
COc1ccc(Cl)cc1NC(=O)C1CCN(S(=O)(=O)c2ccc3c(c2)CC(C)N3C(C)=O)CC1 (stereo not drawn) | -2% | 6% | -20%
CCOc1ccc(-n2cc(-c3ccccc3)c3c(Nc4cccc(F)c4)ncnc32)cc1 | -1% | 6% | 4%
COc1ccc(OC)c(NC(=O)Cn2c(=O)oc3cc(S(=O)(=O)NCc4ccccc4)ccc32)c1 | -10% | 5% | -27%
O=C(c1cccs1)N(Cc1cccnc1)c1nc2ccc(F)cc2s1 | -17% | -15% | ?
Cc1cc(C)c(NC(=O)Cn2ccn(-c3cccc(Cl)c3)c(=O)c2=O)c(C)c1 | -15% | 0% | -7%
COc1ccc(CNS(=O)(=O)c2cc3c(cc2C)N(C)CCO3)cc1 | -16% | -3% | -20%
CC(C)N(Cc1ccccc1)S(=O)(=O)c1ccc(N2CCCCS2(=O)=O)cc1 | 2% | 0% | -13%
CCN(C(=O)c1sc2nc3n(c(=O)c2c1C)CCCCC3)c1ccc(OC)cc1 | 1% | 10% | -24%
CC(C)(C)OC(=O)N1CCC(c2c(C(=O)NCc3ccc(F)cc3)cnn2-c2ccc(F)cc2)CC1 | -9% | -5% | -19%
Cc1ccc(NC(=O)c2c(C)oc3ncn(CC(C)C)c(=O)c23)nc1 | -16% | -9% | -19%
CC(=O)c1ccc(NC(=O)COCc2cc(-c3ccco3)on2)cc1 | ? | -4% | -3%
O=c1cc(-c2ccccc2)n2c(SCc3ccc(Cl)cc3)nnc2[nH]1 | ? | -8% | -1%
Cc1cc(C)n(-c2nnc(Nc3cc(Cl)ccc3C)c3ccccc23)n1 | -4% | -1% | -2%
Cc1ccc(NC(=O)CCn2nc(C)c(S(=O)(=O)N3CCCCC3)c2C)cc1Cl | 1% | -4% | -27%
Cc1ccc(CNC(=O)CN2N=C(c3ccccc3)CCC2=O)cc1 | 0% | -1% | -9%
Cc1ccc(CNc2ccc(-c3nc(-c4cccnc4)no3)cc2[N+](=O)[O-])cc1 | 6% | -9% | -29%
Cc1cc2[nH]c(=O)c(=O)[nH]c2cc1S(=O)(=O)Nc1ccc(OC(F)(F)F)cc1 | 2% | -7% | -6%
O=C(CSc1nc2c([nH]c3ccccc32)c(=O)n1-c1cccc(C(F)(F)F)c1)N1CCCC1 | 8% | -6% | 8%
Cc1ccc(Cl)cc1N1CCN(C(=O)c2nn(C)c3c2CS(=O)(=O)c2ccccc2-3)CC1 | -16% | 0% | -5%
O=C(NCCc1ccc(Cl)cc1)C(=O)NCC(c1ccc2c(c1)OCO2)N1CCOCC1 (stereo not drawn) | 2% | 8% | 0%
COc1cccc(CNC(=O)CN2C(=O)CCn3nc(-c4cn(C)c5ccccc45)cc32)c1OC | 0% | -2% | -5%
N#Cc1ccc(C(=O)NCc2ccc3c(c2)CCN3C(=O)c2ccc(F)cc2)cc1 | 12% | -5% | -7%
Cc1ccc(CNC(=O)c2ccc(CSCc3ccc(C)cc3)o2)cc1 | -10% | 2% | -8%
Cc1cccc(C)c1NC(=O)Cn1c(=O)n(Cc2ccc3c(c2)OCO3)c(=O)c2oc3ccccc3c21 | 5% | -12% | 4%
O=S(=O)(NCCc1nnc2ccc(SCc3c(F)cccc3Cl)nn12)c1ccccc1 | -12% | 2% | -6%

The closing three compounds of the section above are carried over, then new ones follow.
SMILES | Tau fibril ThT | Tau fibril FP | Tau fluor counter
Cc1ccc(CNC(=O)c2ccc(CSCc3ccc(C)cc3)o2)cc1 | -10% | 2% | -8%
Cc1cccc(C)c1NC(=O)Cn1c(=O)n(Cc2ccc3c(c2)OCO3)c(=O)c2oc3ccccc3c21 | 5% | -12% | 4%
O=S(=O)(NCCc1nnc2ccc(SCc3c(F)cccc3Cl)nn12)c1ccccc1 | -12% | 2% | -6%
COc1ccc(CC(=O)Nc2c(C(=O)N3CCN(c4ccccc4)CC3)oc3ccccc23)cc1OC | -19% | 2% | -17%
COc1cc(OC)c(NC(=O)Cn2c(=O)oc3cc(S(=O)(=O)N4CCCC4)ccc32)cc1Cl | 2% | -2% | -7%
CCN1CCN(C(c2cccc(F)c2)c2c(O)cc(C)n(CCOC)c2=O)CC1 (stereo not drawn) | ? | ? | -4%
COc1cccc(CNC(=O)Cn2c(=O)cc(C)c3c(C)nn(C)c32)c1OC | 3% | 2% | 1%
COc1cc(NC(=O)CSc2nc3nc(C)c(Cc4ccc(C)cc4)c(C)n3n2)cc(OC)c1 | ? | -6% | -26%
O=C1CCSC2(C(=O)N(Cc3ccc(F)cc3)c3ccccc32)N1c1ccc(F)c(F)c1 (stereo not drawn) | ? | ? | -15%
CC1=C(C(N)=O)C(c2cccc(Br)c2)n2nc(SCc3ccccc3Cl)nc2N1 (stereo not drawn) | 13% | ? | 4%
COCCn1ccc2c(OCC(=O)Nc3cccc(C(F)(F)F)c3)cccc2c1=O | ? | -14% | -27%
CCOC(=O)N1CCC(NC(=O)c2cnn(-c3ccc(C)cc3)c2-n2cccc2)CC1 | -3% | 0% | 0%
CC(=O)N1CCCC1c1nc2ccccc2n1Cc1cc(C)ccc1C (stereo not drawn) | -1% | 8% | 7%
Cc1ccc(NC(=O)c2cc(S(=O)(=O)N3CCCC(C)C3)cn2C)c(Br)c1 (stereo not drawn) | 4% | -1% | 4%
CCN(CC)C(=O)C1=CC(c2ccc3c(c2)OCO3)=NS(=O)(=O)N1C | 8% | 1% | 2%
CCc1nc2ccc(C(=O)NCCc3ccc(OC)cc3OC)cc2nc1CC | ? | 5% | 12%
O=C(O)CC(NS(=O)(=O)c1ccc(Br)s1)c1ccccc1 (stereo not drawn) | 4% | -1% | 4%
CCOC(=O)c1c(S(=O)(=O)N2CCC(C(=O)Nc3ccccc3OC)CC2)c(C)n(CC)c1C | 10% | 13% | 6%
Cc1nn(C)c2c1c(C(F)(F)F)cc(=O)n2C(C)C(=O)N1CCN(c2ccccc2)CC1 (stereo not drawn) | -15% | 10% | -13%
COc1ccc(NC(=O)c2ccc3c(c2)c(C)c(C)n3Cc2ccc(F)cc2)cc1 | -6% | 7% | ?
COc1ccc(-c2nc3ccccc3n2Cc2ccc(Cl)cc2)cc1 | -17% | 8% | -11%
CCc1ccccc1NC(=O)C1CCCN(c2ncnc3onc(C)c23)C1 (stereo not drawn) | 5% | -6% | -3%
CCCC(=O)OCc1cnc(C)c2oc(=O)c(C(=O)Nc3ccccc3)cc12 | -7% | 15% | -1%
Cc1cccc(NC(=O)CSc2nc3c(c(=O)[nH]2)CN(Cc2ccc4c(c2)OCO4)CC3)c1C | -3% | 0% | -12%
Cc1ccc2nc(N3CCC(C(=O)N4CCN(c5cccc(C)c5C)CC4)CC3)[nH]c2c1 | ? | 10% | ?
CCOC(=O)C1CCN(C(c2ccc(C)cc2)c2sc3nc(-c4ccco4)nn3c2O)CC1 (stereo not drawn) | -13% | -9% | -17%
Cc1ccc(C)c(CSc2nnc3[nH]c(=O)cc(-c4ccccc4)n23)c1 | ? | -1% | -13%
Cc1ccc(-n2nnnc2CNC(=O)C(C)C)cc1C | 6% | 4% | 4%
Additional entries
SMILES | Tau fibril ThT | Tau fibril FP | Tau fluor counter
Cc1cccc(OCCSc2nc3ccc(NC(=O)COc4ccccc4)cc3s2)c1 | ? | ? | -24%
COc1ccc(N2CCN(C(=O)c3cnc(SC)nc3C)CC2)cc1 | -15% | 5% | -7%
CCN(c1ccccc1)c1ncnc2c1cnn2-c1ccc(OC)cc1 | -17% | 13% | -13%
CC(C)c1ccc(NC(=O)CSC2=Nc3ccccc3C3=NC(CC(=O)NCCc4ccccc4)C(=O)N23)cc1 (stereo not drawn) | -2% | 1% | -26%
CSc1ccc(CCNC(=O)CN2C(=O)c3cccnc3Oc3ccc(C)cc32)cc1 | -8% | -1% | -13%
O=C(CCSCc1ccccc1F)N1CCN(c2ccc(Cl)cc2)CC1 | ? | 4% | -16%
CC(=O)N1c2ccccc2C(=O)C1N1CCN(c2ccccc2F)CC1 (stereo not drawn) | 7% | 5% | -2%
O=C(Nc1nc2c(F)cccc2s1)c1ccc(S(=O)(=O)N2CCCc3ccccc32)cc1 | 6% | -8% | -1%
CCn1nc(C)c2c(-c3ccccc3)cc(=O)n(C(C)C(=O)NCCC(C)C)c21 (stereo not drawn) | -14% | 3% | -5%
CCOc1ccc(CNC(=O)C2CCN(S(=O)(=O)c3c(C)noc3/C=C/c3ccc(C)cc3)CC2)cc1OC | 8% | 2% | -5%
Cc1cccc(C(=O)Nc2ccccc2SCc2cc(=O)c3cccc(C)c3[nH]2)c1 | 9% | 0% | 4%
CCN(Cc1ccccc1)C(=O)Cn1cc(S(=O)(=O)Cc2cccc(Cl)c2)c2ccccc21 | -7% | 2% | -21%
CCC(C(=O)NC1CCCCC1)n1nc(C)c2sc3ccccc3c2c1=O (stereo not drawn) | -3% | -10% | -14%
CCOc1ccc(CCNC(=O)c2cnc3sc(N(CC)CC)nn3c2=O)cc1OCC | -3% | -4% | 2%
CCc1ccccc1NC(=O)N1CCOc2ccccc21 | 2% | -3% | -1%
O=C(CSc1nc2c([nH]c3ccccc32)c(=O)n1-c1ccccc1F)Nc1cccc(C(F)(F)F)c1 | 1% | ? | ?
CCc1ccc(-n2nnc(-c3nc(-c4ccc(C)cc4)no3)c2N)cc1 | -11% | -2% | -12%
COc1ccc2c(CNCCc3ccc(SC)cc3)c(C(=O)O)n(Cc3ccc(F)cc3)c2c1 | -2% | -7% | -15%
CCc1cccc(NC(=O)Cn2nc3c4cc(F)ccc4n(Cc4cccc(C)c4)cc-3c2=O)c1 | ? | -11% | -6%
O=C(Nc1ccc2nc(SCC(=O)N3CCCC3)sc2c1)c1ccccc1F | ? | 2% | -13%
COc1ccc(C(=O)NCc2ccc3c(c2)CCN3C(C)=O)cc1OC | 1% | 5% | 6%
O=C(O)c1cc(NC2(c3ccccc3)C(=O)c3ccccc3C2=O)ccc1Cl | -7% | -3% | -4%
COCCCNc1ncnc2c1cnn2-c1ccc(F)cc1 | 2% | 6% | 3%
CCOC(=O)c1c(C)oc2nc(C)nc(NCC3CCN(Cc4cc(C)ccc4C)CC3)c12 | -8% | -7% | -6%
CCOC(=O)c1ccc(NC(=O)c2c(NCc3cc(OC)ccc3OC)sc3c2CCC3)cc1 | ? | 4% | -19%

Only Tau fibril ThT (two entries from above):
molecule	Tau fibril ThT
O=C(O)c1cc(NC2(c3ccccc3)C(=O)c3ccccc3C2=O)ccc1Cl	-7%
COCCCNc1ncnc2c1cnn2-c1ccc(F)cc1	2%

The results go on:
SMILES | Tau fibril ThT | Tau fibril FP | Tau fluor counter
CC(=O)N1c2ccc(S(=O)(=O)NCC3CCC(C(=O)Nc4ccc(C)c(C)c4)CC3)cc2CC1C (stereo not drawn) | -6% | 5% | -20%
CC(C)CN(CCNC(=O)c1cc(=O)[nH]c2ccc(S(=O)(=O)N3CCCCCC3)cc12)CC(C)C | 11% | -9% | 4%
CCOC(=O)c1ccc(-c2ccc(/C=C(\C#N)C(=O)Nc3ccc(C)cc3)o2)cc1 | ? | 4% | 0%
O=C(NCCc1ccc(Cl)cc1)c1ccc2c(c1)nc1n2CCOC1 | ? | -2% | -7%
COC(=O)c1ccc(NC(=O)c2nc(-c3ccc(Cl)cc3)n3c2CCCCC3)cc1 | -8% | -10% | -16%
CCN(CC)C(=O)CSc1nc2ccsc2c(=O)n1Cc1ccccc1Cl | ? | -2% | -25%
Cc1cc(C)cc(NC(=O)Cc2noc3ccccc23)c1 | -3% | 0% | 5%
COc1ccccc1CNC(=O)Cn1nc(C)n2cccc2c1=O | ? | ? | -23%
CCCS(=O)(=O)NCCc1sc2nc(-c3ccc(Cl)cc3)nn2c1C | 10% | ? | -5%
CCOC(=O)c1c(C)oc2ncnc(N3CCN(c4ccccc4F)CC3)c12 | -13% | -7% | -13%
COc1ccc(S(=O)(=O)NCC(c2ccc(N(C)C)cc2)N2CCc3ccccc32)cc1OC (stereo not drawn) | ? | -7% | ?
CCOc1ccccc1CNC(=O)C(CC)n1nc(C)c2c(C)n(-c3ccccc3)nc2c1=O (stereo not drawn) | 2% | 11% | 5%

Quoted at random: four entries already listed
SMILES | Tau fibril ThT | Tau fibril FP | Tau fluor counter
CCOc1ccccc1CNC(=O)C(CC)n1nc(C)c2c(C)n(-c3ccccc3)nc2c1=O (stereo not drawn) | 2% | 11% | 5%
Cc1cc(C)cc(NC(=O)Cc2noc3ccccc23)c1 | -3% | 0% | 5%
CCCS(=O)(=O)NCCc1sc2nc(-c3ccc(Cl)cc3)nn2c1C | 10% | ? | -5%
COc1ccc(S(=O)(=O)NCC(c2ccc(N(C)C)cc2)N2CCc3ccccc32)cc1OC (stereo not drawn) | ? | -7% | ?
